# Assay outcomes: PubChem BioAssay, several laboratories
# HSF-1 act = increases HSF-1 driven luciferase reporter signal | NIH3T3-HGL HSF-1 luciferase reporter, MG132, 8 h; 100% = twice DMSO control signal | activation, % at 9 µM | hit rate 1.7% among 300,000 | AID 504408;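 active means mean replicate activation of at least 50% with a set share of replicates each reaching 50%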;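 further: 0% = median of the neutral control wells and 100% = twice that signal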
# GSK3beta inhib = human GSK3beta kinase inhibition; GST-GSK3beta kinase, ADP-Glo luminescence, 60 min; stronger effect = lower value; activity score (negative = inhibition), % at 10 µM; AID 2097; P49841; hit rate 0.038% among 300,000;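 active means more than half of replicate wells score below -50%, meaning over 50% inhibition versus plate controls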;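 further: 0% = median DMSO wells and -100% = median GW8510 positive control wells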
# Target sequence (P49841 whole entry, looked up): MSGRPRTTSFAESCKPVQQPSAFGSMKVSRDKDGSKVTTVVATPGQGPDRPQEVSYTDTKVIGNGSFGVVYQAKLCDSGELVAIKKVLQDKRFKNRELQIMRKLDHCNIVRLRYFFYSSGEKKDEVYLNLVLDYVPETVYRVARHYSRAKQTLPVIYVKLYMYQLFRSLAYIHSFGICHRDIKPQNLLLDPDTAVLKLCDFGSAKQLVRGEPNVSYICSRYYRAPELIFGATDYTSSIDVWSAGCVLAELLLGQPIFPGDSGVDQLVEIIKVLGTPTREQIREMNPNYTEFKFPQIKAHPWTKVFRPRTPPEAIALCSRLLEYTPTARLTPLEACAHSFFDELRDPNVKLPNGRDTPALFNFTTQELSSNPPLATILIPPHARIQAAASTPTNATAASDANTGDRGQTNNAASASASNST
#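 test system = GST-tagged human GSK3beta kinase, cell-free | reagent = 25 µM ATP with peptide substrate | dosing = one dose of 10 µM per compound | schedule = 60 min reaction, RT | detection = luminescent ADP-Glo measurement of ADP formed | control set = DMSO neutral wells and GW8510 at 20 µM as positive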
# PolyA inh = yeast polyadenylation inhibition; S. cerevisiae SKY197-pL101 polyadenylation reporter, beta-gal luminescence; efflux-impaired pdr1/pdr3 knockout yeast; score 100 = 6 SD above DMSO; calls only at 12 µM; hit rate 0.02% among 300,000; AID 1875;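 active means lowest replicate activity score at least 50, where 100 means six control SD above control mean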;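 further: yeast exposed to compound for 9 h at 30 °C; higher score means more reporter readthrough which indicates perturbed polyadenylation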
# AI-2 QS modul = Vibrio harveyi AI-2 quorum sensing modulation | Vibrio harveyi JMH597 AI-2 luminescence/OD600 ratio, 9 h; stronger effect = lower value; strain lacks LuxN and CqsS sensors; 0 = neutral-control median | activity change, % at 7.5 µM | hit rate 0.4% among 300,000; in the data active means activity change below about -75%, passing the limit was not always enough;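 further: luminescence divided by OD600 gain over 9 h not by final OD600 alone; inactives centre near 13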
# HSP90 inh = blocks HSP90-mediated luciferase refolding in reticulocyte lysate; Rabbit reticulocyte lysate, luciferase refolding luminescence, 3 h; inhibition, % at 5.6 µM; hit rate 0.91% among 290,000; AID 1789;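 active means inhibition above the screen-wide mean plus 3 SD, computed separately per campaign, cut at about 16% in these data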;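 further: 0% = DMSO wells and 100% = 60 µM geldanamycin wells; inhibitors lower the luminescence because luciferase stays unfolded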
# HDAC3 inhib = blocks human histone deacetylase 3; O15379; recombinant HDAC3, fluorogenic peptide/trypsin coupled, fluorescence; inhibition, % at 8.3 µM; hit rate 0.15% among 320,000; AID 2718; in the data active means inhibition above about 26%, passing the limit was not always enough
# Target sequence (O15379 whole entry, looked up): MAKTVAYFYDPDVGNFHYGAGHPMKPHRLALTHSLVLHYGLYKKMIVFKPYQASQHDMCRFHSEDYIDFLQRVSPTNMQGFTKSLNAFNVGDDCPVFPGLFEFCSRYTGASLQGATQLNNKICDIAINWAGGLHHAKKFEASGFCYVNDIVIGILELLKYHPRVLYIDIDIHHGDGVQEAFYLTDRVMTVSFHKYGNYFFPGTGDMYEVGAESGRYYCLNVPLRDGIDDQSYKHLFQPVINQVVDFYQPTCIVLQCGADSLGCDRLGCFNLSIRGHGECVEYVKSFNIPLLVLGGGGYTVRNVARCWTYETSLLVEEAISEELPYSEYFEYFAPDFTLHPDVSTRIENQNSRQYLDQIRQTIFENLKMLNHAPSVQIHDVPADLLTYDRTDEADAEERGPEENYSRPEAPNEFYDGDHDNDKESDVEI
# Platelet DG rel = modulates dense granule release in human platelets | hit rate 0.22% among 300,000 | inhibition, %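 (compounds screened at 7.5 µM in platelet-rich plasma)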 | AID 1663 | human platelet-rich plasma, SFLLRN dense granule ATP release, luminescence;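 active means mean replicate score, as percent of positive control, at or above 50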
# DYRK1A inh = blocks rat Dyrk1A kinase activity; inhibition, % at 12.5 µM; hit rate 0.43% among 310,000; Q63470; ADP-Glo luminescence, NFATc1 peptide; in the data active means inhibition above about 50%;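 further: plate controls were vehicle with enzyme for no effect and no enzyme for full effect; many of its hits are not listed in these tables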
# HSF1 inhib = HSF1 inhibition. NIH3T3-HGL HSE-luciferase, MG132-induced, luminescence 8 h; stronger effect = lower value. activity change, negative = inhibition, % at 7.5 µM (by protocol). hit rate 0.77% among 300,000;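 active means more than half of replicate wells show activity change below -50%, luminescence cut by over half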;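 further: luciferase reports HSF-1 transcriptional activity via heat shock element; 0% = median of DMSO wells and -100% = zero luminescence signal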
# GSK3 alpha inh = blocks human GSK-3 alpha kinase | AID 2650 | inhibition, % at 10 µM | hit rate 0.1% among 320,000 | ADP-Glo luminescence, 60 min;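 in the data active means inhibition above about 50%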;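 further: GST-tagged GSK-3 alpha with peptide substrate and 25 µM ATP; 0% = DMSO neutral wells and 100% = GW8510 positive control wells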
# Starred values were filed as active, the others as inactive; i = inactive; / = no result given; & = joins results of further samples; ! = not active in a repeat.
1	NC(N)=O
2	CN(C)CCCC1(c2ccc(F)cc2)OCc2cc(C#N)ccc21 (stereo not given)
3	COc1ccc(C[C@H]2COC(=O)[C@@H]2Cc2ccc(OC3OC(CO)C(O)C(O)C3O)c(OC)c2)cc1OC (stereo not given in full)
4	Cc1cncn1CCc1nc2c3ccccc3nc(SCC(=O)Nc3cccc(Cl)c3)n2n1
5	Nc1nc(O)c(N=Nc2ccc(S(N)(=O)=O)cc2)c(=O)[nH]1
6	C/C=C(/C)C(=O)OC(C)(C)[C@@H]1Cc2c(ccc3ccc(=O)oc23)O1

assay / compound | 1 | 2 | 3 | 4 | 5 | 6
HSF-1 act | 0 | -11 | -3 | 42 | -53 | -1
GSK3beta inhib | 1 | 2 | -1 | 2 | -4 | 7
PolyA inh | i | i | i | i | i | i
AI-2 QS modul | 4 | 20 | 15 | 8 | -2 | 25
HSP90 inh | / | 1&-1 | -2 | 4 | 7 | -1
HDAC3 inhib | 4 | 4 | 4 | 9 | 12 | -51
Platelet DG rel | -7 | -2 | 1 | 15 | -1 | -4
DYRK1A inh | / | 9 | -7 | 0 | / | 11
HSF1 inhib | -1 | 1 | -2 | 6 | -39 | -1
GSK3 alpha inh | -2 | -1 | 0 | 2 | 0 | -2

7	COc1ccc(-c2cc(=O)c3c(O)cc(O[C@@H]4O[C@H](CO[C@@H]5O[C@@H](C)[C@H](O)[C@@H](O)[C@H]5O)[C@@H](O)[C@H](O)[C@H]4O)cc3o2)cc1O
8	CNCCCN1c2ccccc2CCc2ccccc21
9	Cc1cccc2c1NC(=O)C2(c1ccc(O)cc1)c1ccc(O)cc1
10	CCCc1nc(C(C)(C)O)c(C(=O)O)n1Cc1ccc(-c2ccccc2-c2nn[nH]n2)cc1
11	COc1ccc(-c2cc(=O)c3c(O)cc(OC4OC(COC5OC(C)C(O)C(O)C5O)C(O)C(O)C4O)cc3o2)cc1O (stereo not given)
12	CCN(CC)CCOC(=O)c1ccc(N)cc1

assay / compound | 7 | 8 | 9 | 10 | 11 | 12
HSF-1 act | -14 | -9 | -2 | -14 | 24 | -80
GSK3beta inhib | 2 | 0 | 1 | 2 | 5 | 0
PolyA inh | i | i | i | i | i | i
AI-2 QS modul | 10 | 12 | 19 | 1 | 16 | 17
HSP90 inh | -4 | 0 | -5 | -4 | / | -5
HDAC3 inhib | 0 | -3 | 6 | -1 | 4 | -11
Platelet DG rel | 0 | 4 | 6 | -4 | 0 | -1
DYRK1A inh | -6 | 0 | 5 | / | 0 | 13
HSF1 inhib | -2 | 0 | -6 | -1 | 2 | -78*
GSK3 alpha inh | 6 | 0 | 7 | 2 | 6 | -4

13	CCC(NC(C)C)C(O)c1ccc(O)c2[nH]c(=O)ccc12 (stereo not given)
14	CCCCNc1ccc(C(=O)OCCN(C)C)cc1
15	N#Cc1ccc(C(c2ccc(C#N)cc2)n2cncn2)cc1
16	CC(=O)CCCCn1c(=O)c2c(ncn2C)n(C)c1=O
17	CCn1cc(C(=O)O)c(=O)c2cnc(N3CCNCC3)nc21
18	CC12CCC(=O)C=C1CCC1C2CCC2(C)C1CCC2(O)C(=O)CO (stereo not given)

assay / compound | 13 | 14 | 15 | 16 | 17 | 18
HSF-1 act | 8 | -1 | -13 | -10 | -3 | -11
GSK3beta inhib | 4 | 4 | 3 | 1 | 2 | 6
PolyA inh | i | i | i | i | i | i
AI-2 QS modul | 17 | 4 | 8 | 4 | 23 | 20
HSP90 inh | 4 | -1 | 1 | 2&2 | 1 | /
HDAC3 inhib | 5 | -1 | / | -2 | 2 | -6
Platelet DG rel | 13 | 1 | -2 | -2 | 5 | -2
DYRK1A inh | 8 | 6 | / | 3 | / | 5
HSF1 inhib | 1 | -5 | -7 | -7 | 5 | -11
GSK3 alpha inh | -2 | -2 | / | -4 | -2 | 2

# Quoted from above, 14 compounds:
5	Nc1nc(O)c(N=Nc2ccc(S(N)(=O)=O)cc2)c(=O)[nH]1
6	C/C=C(/C)C(=O)OC(C)(C)[C@@H]1Cc2c(ccc3ccc(=O)oc23)O1
7	COc1ccc(-c2cc(=O)c3c(O)cc(O[C@@H]4O[C@H](CO[C@@H]5O[C@@H](C)[C@H](O)[C@@H](O)[C@H]5O)[C@@H](O)[C@H](O)[C@H]4O)cc3o2)cc1O
8	CNCCCN1c2ccccc2CCc2ccccc21
9	Cc1cccc2c1NC(=O)C2(c1ccc(O)cc1)c1ccc(O)cc1
10	CCCc1nc(C(C)(C)O)c(C(=O)O)n1Cc1ccc(-c2ccccc2-c2nn[nH]n2)cc1
11	COc1ccc(-c2cc(=O)c3c(O)cc(OC4OC(COC5OC(C)C(O)C(O)C5O)C(O)C(O)C4O)cc3o2)cc1O (stereo not given)
12	CCN(CC)CCOC(=O)c1ccc(N)cc1

assay / compound | 5 | 6 | 7 | 8 | 9 | 10 | 11 | 12
HSF-1 act | -53 | -1 | -14 | -9 | -2 | -14 | 24 | -80
GSK3beta inhib | -4 | 7 | 2 | 0 | 1 | 2 | 5 | 0
PolyA inh | i | i | i | i | i | i | i | i
AI-2 QS modul | -2 | 25 | 10 | 12 | 19 | 1 | 16 | 17
HSP90 inh | 7 | -1 | -4 | 0 | -5 | -4 | / | -5
HDAC3 inhib | 12 | -51 | 0 | -3 | 6 | -1 | 4 | -11
Platelet DG rel | -1 | -4 | 0 | 4 | 6 | -4 | 0 | -1
DYRK1A inh | / | 11 | -6 | 0 | 5 | / | 0 | 13
HSF1 inhib | -39 | -1 | -2 | 0 | -6 | -1 | 2 | -78*
GSK3 alpha inh | 0 | -2 | 6 | 0 | 7 | 2 | 6 | -4

13	CCC(NC(C)C)C(O)c1ccc(O)c2[nH]c(=O)ccc12 (stereo not given)
14	CCCCNc1ccc(C(=O)OCCN(C)C)cc1
15	N#Cc1ccc(C(c2ccc(C#N)cc2)n2cncn2)cc1
16	CC(=O)CCCCn1c(=O)c2c(ncn2C)n(C)c1=O
17	CCn1cc(C(=O)O)c(=O)c2cnc(N3CCNCC3)nc21
18	CC12CCC(=O)C=C1CCC1C2CCC2(C)C1CCC2(O)C(=O)CO (stereo not given)

assay / compound | 13 | 14 | 15 | 16 | 17 | 18
HSF-1 act | 8 | -1 | -13 | -10 | -3 | -11
GSK3beta inhib | 4 | 4 | 3 | 1 | 2 | 6
PolyA inh | i | i | i | i | i | i
AI-2 QS modul | 17 | 4 | 8 | 4 | 23 | 20
HSP90 inh | 4 | -1 | 1 | 2&2 | 1 | /
HDAC3 inhib | 5 | -1 | / | -2 | 2 | -6
Platelet DG rel | 13 | 1 | -2 | -2 | 5 | -2
DYRK1A inh | 8 | 6 | / | 3 | / | 5
HSF1 inhib | 1 | -5 | -7 | -7 | 5 | -11
GSK3 alpha inh | -2 | -2 | / | -4 | -2 | 2

# Next structures:
19	NC1CCN(c2nc3c(cc2F)c(=O)c(C(=O)O)cn3-c2ccc(F)cc2F)C1 (stereo not given)
20	O=C(O)CCC(=O)c1ccc(-c2ccccc2)cc1
21	O=C(O)c1cccnc1Nc1cccc(C(F)(F)F)c1
22	CN1CCCN=C1COC(=O)C(O)(c1ccccc1)C1CCCCC1 (stereo not given)
23	CCCCCC(=O)O[C@]1(C(C)=O)CC[C@H]2[C@@H]3CCC4=CC(=O)CC[C@]4(C)[C@H]3CC[C@@]21C
24	CN(C)CCC[C@]1(c2ccc(F)cc2)OCc2cc(C#N)ccc21

assay / compound | 19 | 20 | 21 | 22 | 23 | 24
HSF-1 act | -10 | 3 | 8 | 21 | 1 | -5
GSK3beta inhib | 2 | 3 | 5 | 4 | 0 | 4
PolyA inh | i | i | i | i | i | i
AI-2 QS modul | 39 | 50 | 15 | 26 | 22 | 9
HSP90 inh | / | -3 | 4 | -1 | -2 | -1
HDAC3 inhib | -3 | 0 | 4 | 0 | 0 | 1
Platelet DG rel | -1 | -2 | 1 | -2 | 1 | -1
DYRK1A inh | 5 | 2 | 14 | -2 | 8 | -3
HSF1 inhib | 1 | -4 | -5 | -1 | 4 | 0
GSK3 alpha inh | -3 | -4 | -8 | 3 | -2 | 1

25	C1COC(NC(C2CC2)C2CC2)=N1
26	CCOC(=O)[C@H](CCc1ccccc1)N[C@@H](C)C(=O)N1Cc2ccccc2C[C@H]1C(=O)O
27	Oc1ccc(C2CNCCc3c2cc(O)c(O)c3Cl)cc1 (stereo not given)
28	O=c1oc2c(O)c(O)cc3c(=O)oc4c(O)c(O)cc1c4c23
29	Cc1ccc(=O)n(-c2ccccc2)c1
30	Cc1ccc(N(CC2=NCCN2)c2cccc(O)c2)cc1
31	CCc1ccc(CCOc2ccc(CC3SC(=O)NC3=O)cc2)nc1 (stereo not given)
32	CC(=O)Nc1ccc(CC(=O)O)cc1
33	COc1ccc(C2CNC(=O)C2)cc1OC1CCCC1 (stereo not given)

assay / compound | 25 | 26 | 27 | 28 | 29 | 30 | 31 | 32 | 33
HSF-1 act | 0 | 4 | -9 | / | -10 | -75&3&2 | 27 | -8 | 18
GSK3beta inhib | 0 | 0 | -1 | / | 1 | -1&2&2 | 4 | 4 | 0
PolyA inh | i | i | i | / | i | i | i | i | i
AI-2 QS modul | 22 | 25 | 19 | / | 26 | 10&20&19 | 4 | -12 | 32
HSP90 inh | 0 | / | / | 6 | / | -1&4&-4 | / | -1 | 6&2&3
HDAC3 inhib | 1 | -2 | -23&-6 | 0 | -1 | -1&6 | -6 | -9 | 1
Platelet DG rel | -4 | -3 | -2 | / | 0 | 10&3&4 | 12 | -5 | 0
DYRK1A inh | -9 | 1 | -3&-1 | 34 | -10 | -2&5&9 | 9 | 9 | -9
HSF1 inhib | 15 | 2 | -7 | / | -4 | -72*! | 20 | 4 | 4
GSK3 alpha inh | -1 | -2 | -2&1 | 8 | -2 | -2&-1 | 1 | -3 | -1

# Only part of the results is shown; the hit share may differ from the screen's.
